LYPLA1 counter: LYPLA1 inhibitors, primary screen, counter-screen for PME1 inhibitor project, biochemical, fluorescence polarization, FP-Rh probe ABPP | recombinant LYPLA1 | inhibition, % at 5.9 µM | actives 0.16% (n = 320,000) | AID 2174, 2009;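 active = inhibition above the mean of all tested compounds plus 3 SD, set per campaign, cut at about 14% in these data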;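 also: inhibitors block serine hydrolase probe labeling of LYPLA1 so polarization falls; 0% = enzyme with DMSO and 100% = wells lacking LYPLA1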
LYPLA2 counter: LYPLA2 inhibitors, primary screen, counter-screen for PME1 inhibitor project, biochemical, fluorescence polarization, FP-Rh probe ABPP; recombinant LYPLA2; actives 0.38% (n = 320,000); inhibition, % at 5.9 µM; AID 2177, 2009; Acyl-protein thioesterase 2 (Homo sapiens), O95372;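 active = inhibition above the screen-wide mean plus 3 SD, limit set per campaign, cut at about 26% in these data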;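 also: 0% = LYPLA2 with DMSO and 100% = wells lacking LYPLA2 enzyme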
PAFAH1B2 inh: PAFAH1B2 enzyme inhibitors, primary screen, biochemical, fluorescence polarization, human. recombinant PAFAH1B2, FP-rhodamine activity probe. Platelet-activating factor acetylhydrolase IB subunit alpha2 (Homo sapiens), P68402. AID 492953, 2010. inhibition, % at 3.39 µM. actives 1.2% (n = 340,000);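 active = inhibition above the mean of all tested compounds plus 3 SD, cut at about 24% in these data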;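 also: 0% = enzyme with DMSO and 100% = wells lacking PAFAH1B2; many of its hits are not listed in these tables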
GSTO1 inh: inhibitors of recombinant GSTO1, primary screen, counter-screen for RBBP9 inhibitor project, biochemical, fluorescence polarization | inhibition, % at 5.96 µM | AID 1974, 2009 | actives 1.1% (n = 300,000) | Glutathione S-transferase omega-1 (Homo sapiens), P78417 | activity-based probe fluorescence polarization;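 active = inhibition above the campaign mean inhibition plus 3 SD, cut at about 35% in these data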;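 also: 0% = GSTO1-1 with DMSO and 100% = wells lacking GSTO1-1 enzyme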
PAD4 FP inh: human PAD4 inhibitors, primary screen, biochemical, fluorescence polarization, 1536-well format. Protein-arginine deiminase type-4 (Homo sapiens), Q9UM07. recombinant PAD4, RCA probe fluorescence polarization. inhibition, % at 6.36 µM. actives 0.41% (n = 330,000). AID 485272, 2010;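 active = percent inhibition above a cutoff equal to the mean of all tested compounds plus 3 SD, cut at about 15% in these data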;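 also: 0% = PAD4 with RCA probe and DMSO and 100% = probe without PAD4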
PAFAH1B3 FP inh: PAFAH1B3 enzyme inhibitors, primary screen, biochemical, fluorescence polarization, human; recombinant PAFAH1B3, FP-rhodamine probe; actives 0.28% (n = 340,000); AID 492972, 2010; inhibition, % at 3.39 µM;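 active = inhibition above the screen-wide average of all tested compounds plus 3 SD, cut at about 25% in these data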;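 also: 0% = enzyme with DMSO only and 100% = wells lacking PAFAH1B3 protein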
Target sequence (Q15102 whole entry, looked up): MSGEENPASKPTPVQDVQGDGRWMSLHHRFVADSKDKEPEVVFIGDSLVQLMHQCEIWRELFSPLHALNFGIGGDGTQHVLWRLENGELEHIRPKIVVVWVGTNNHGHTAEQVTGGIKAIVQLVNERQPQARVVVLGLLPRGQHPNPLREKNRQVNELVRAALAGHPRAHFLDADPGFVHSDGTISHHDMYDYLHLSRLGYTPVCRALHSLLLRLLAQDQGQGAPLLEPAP
PME-1 inh: PME-1 inhibitors via competitive probe labeling, primary screen, biochemical, fluorescence polarization, FP-Rh probe, HTS | Protein phosphatase methylesterase 1 (Homo sapiens), Q9Y570 | recombinant PME-1 | inhibition, % at 5.9 µM | actives 0.53% (n = 320,000) | AID 2130, 2009;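 active = inhibition above the campaign mean of all compounds plus 3 SD, cut at about 26% in these data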;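 also: competitive labeling of PME-1 active site by serine hydrolase directed probe; 0% = PME-1 with DMSO and 100% = wells lacking PME-1 enzyme; inhibitors block probe labeling so polarization falls and inhibition rises; many of its hits are not listed in these tables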
Target sequence (Q9Y570 whole entry, looked up): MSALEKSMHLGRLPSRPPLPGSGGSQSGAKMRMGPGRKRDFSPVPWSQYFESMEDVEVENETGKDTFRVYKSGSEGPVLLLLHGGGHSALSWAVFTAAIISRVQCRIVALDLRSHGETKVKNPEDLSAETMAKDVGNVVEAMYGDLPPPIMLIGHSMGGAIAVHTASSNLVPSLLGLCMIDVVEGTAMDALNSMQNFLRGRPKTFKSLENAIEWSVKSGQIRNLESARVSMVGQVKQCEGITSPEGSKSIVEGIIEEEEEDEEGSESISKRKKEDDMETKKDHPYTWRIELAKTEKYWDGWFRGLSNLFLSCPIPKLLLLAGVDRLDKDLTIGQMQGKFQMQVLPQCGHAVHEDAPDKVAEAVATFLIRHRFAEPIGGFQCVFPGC
pPAFAH FP inh: pPAFAH enzyme inhibitors, primary screen, biochemical, fluorescence polarization, human. recombinant pPAFAH, FP-rhodamine probe fluorescence polarization. inhibition, % at 3.39 µM. actives 1.5% (n = 330,000);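 active = inhibition above the mean inhibition across the screen plus 3 SD, cut at about 25% in these data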;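 also: inhibitors block binding of the rhodamine activity-based probe so polarization drops; 0% = enzyme with DMSO and 100% = wells lacking pPAFAH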
Target sequence (Q13093 whole entry, looked up): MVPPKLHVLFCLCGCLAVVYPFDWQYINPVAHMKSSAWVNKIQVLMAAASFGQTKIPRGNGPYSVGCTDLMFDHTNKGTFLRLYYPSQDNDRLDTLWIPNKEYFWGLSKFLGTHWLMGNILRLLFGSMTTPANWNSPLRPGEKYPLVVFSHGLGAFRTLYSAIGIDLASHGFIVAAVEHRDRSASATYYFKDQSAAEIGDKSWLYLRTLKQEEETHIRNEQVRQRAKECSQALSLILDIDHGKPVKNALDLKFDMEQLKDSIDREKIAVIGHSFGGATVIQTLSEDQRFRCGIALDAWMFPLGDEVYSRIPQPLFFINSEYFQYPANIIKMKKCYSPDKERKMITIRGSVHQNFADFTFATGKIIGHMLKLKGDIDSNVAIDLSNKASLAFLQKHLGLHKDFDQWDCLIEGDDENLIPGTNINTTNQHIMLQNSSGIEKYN
PREPL inh: PREPL enzyme inhibitors, primary screen, biochemical, fluorescence polarization. Prolyl endopeptidase-like (Homo sapiens), Q4J6C6. actives 0.68% (n = 320,000). inhibition, % at 5.96 µM. recombinant PREPL, fluorescence polarization activity-based probe. AID 2751, 2010; in the data active = inhibition above about 43%;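 also: 0% = enzyme with DMSO and 100% = wells lacking enzyme; many of its hits are not listed in these tables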
* marks the source's active call; other numbers are inactive results; . = no result given. Only part of the results is shown. The share of hits here may be higher or lower than overall.

SMILES,LYPLA1 counter,LYPLA2 counter,PAFAH1B2 inh,GSTO1 inh,PAD4 FP inh,PAFAH1B3 FP inh,PME-1 inh,pPAFAH FP inh,PREPL inh
CCc1nc(NCc2ccccn2)c2oc3ccccc3c2n1,4,2,5,-7,1,11,6,2,7
COc1ccccc1NC(=O)c1ccccc1C(=O)Nc1ccccc1OC,7,12,-3,4,-7,-2,0,2,-1
CC1(C)C[C@H]2C3=CCC4[C@@]5(C)CC[C@H](O)[C@](C)(CO)C5CC[C@@]4(C)[C@]3(C)C[C@@H](O)[C@@]2(CO)[C@@H](O)[C@@H]1O (some centres not stated),.,.,-2,.,-4,6,.,3,4
Cc1cc(C)cc(NC(=O)CSc2n[nH]c(-c3cccnc3)n2)c1,3,6,4,-1,-3,-3,4,4,-2
N/C(=N\OC(=O)/C=C/c1ccccc1)c1ccccn1,3,6,-3,2,5,-2,2,2,13
C/C(=N\NC(=S)Nc1cccc(C)c1)c1cccc(N)c1,-10,-10,2,-5,0,5,0,7,4
COc1ccc(N2CCN(CC(=O)NCc3ccc(Cl)cc3)CC2)cc1,1,22,-4,13,-1,11,12,0,-2
COc1cccc(/C=C/C(=O)NCc2cn3cc(Cl)ccc3n2)c1,0,0,3,0,0,8,4,0,-12
COc1ccc(NC(=O)c2ccco2)cc1NC(=O)c1cccnc1,-2,2,3,2,-2,-4,0,4,3
COc1ccc(NS(=O)(=O)c2cc(NC(=O)c3ccc(=O)[nH]n3)ccc2C)cc1,-5,-6,1,.,-4,0,-2,-6,-9
CN(CCOc1ccccc1)c1ccc(S(=O)(=O)N2CCCCC2)cn1,3,-9,12,-7,-5,3,-1,1,25
O=C(Nc1c(-c2ccccc2)nc2ccccn12)c1cccs1,0,4,3,-1,-2,6,2,-1,-7
CCCC(C)NC(=O)CN1C(=O)c2cccc3cccc1c23 (configuration not stated),-3,-3,4,2,3,6,5,1,9
CCCCC(=O)NNC(=S)NC(=O)c1ccc([N+](=O)[O-])cc1,-4,-2,5,1,-5,3,4,0,3
CCC(CC)C(=O)Nc1cc([N+](=O)[O-])ccc1Cl,-3,-4,-2,5,-3,5,-1,5,-4
O=C(CNC(=O)c1ccc(Br)o1)NNC(=O)c1ccccc1O,1,0,9,33,-4,2,-5,-5,12
CC(=O)N/C(=C\c1ccccc1)C(=O)OCC(=O)Nc1ccc(C)c(S(=O)(=O)N(C)C)c1,.,.,0,.,3,3,.,0,-2
CCOC(=O)C(C#N)(Cc1cc(OC)cc(OC)c1)Cc1cc(OC)cc(OC)c1,0,2,0,3,4,10,1,0,-8
COc1cccc(-c2csc(N3CCN(C(=S)Nc4cccc(Cl)c4)CC3)n2)c1,-12,-14,-7,-2,3,1,-3,2,14
O=C(Oc1ccc(C(=S)N2CCOCC2)cc1Cl)c1ccccc1F,-4,0,4,7,1,8,0,10,31
COc1ccccc1C(=O)NCCC(=O)NC1CCCC(C)C1C (configuration not stated),1,0,2,10,-1,0,0,3,2
COc1ccc(F)cc1S(=O)(=O)N1CC(C)CC(C)C1 (configuration not stated),0,-2,9,0,1,6,0,-1,4
CCC(C)(C)NC(=O)C(c1ccc(OC)cc1)N(C(=O)CCC(=O)Nc1cc(C)on1)c1ccc(F)cc1 (configuration not stated),0,-1,1,4,1,3,-1,3,8
Cc1ccc(NC(=O)C2CCCN(S(=O)(=O)c3cccnc3)C2)cc1C (configuration not stated),4,8,8,5,-4,11,-1,-2,0
O=C(NCC(=O)N(c1cccc(F)c1)C(C(=O)NC1CCCC1)c1ccncc1)c1cccs1 (configuration not stated),-1,0,-2,0,18*,0,-3,5,-3
COc1ccc(C2(CCN=Cc3ccc(N(C)C)cc3)CCOC(C)(C)C2)cc1 (configuration not stated),-2,-1,4,6,-3,2,0,7,13
CN(CC(=O)Nc1ccccc1Br)C(=O)c1cccn1C,1,0,1,-8,-3,6,-6,-5,14
CC12CCC(=O)N1C(C(=O)Nc1ccc(S(=O)(=O)N3CCCCC3)cc1)CS2 (configuration not stated),-2,0,10,4,-3,2,1,6,0
COc1ccc2nc3c(cc2c1)c(NC(=O)C1CCCO1)nn3CC(C)C (configuration not stated),-3,-3,-5,-1,-4,-4,1,3,-6
COc1ccc(Br)c(OC)c1C(=O)NC(=O)Nc1c(F)cccc1F,-2,-4,0,-1,-5,-1,2,9,2
Cc1nnc(SCC(=O)Nc2cc(C(C)(C)C)nn2-c2ccccc2)s1,-1,-7,-1,0,-8,1,3,3,5
O=C(/C=C(/c1ccc(Cl)cc1)n1cncn1)c1ccccc1,2,5,4,1,2,0,3,3,-5
Cc1n(CC(O)COCc2ccccc2)c2ccccc2[n+]1C (configuration not stated),0,0,0,2,-3,5,10,6,16
COc1ccccc1C(=O)NCCC(=O)NCC1CCCCC1,.,.,6,.,-2,3,.,-2,18
CCNC(=S)N(Cc1c(C)noc1C)c1ccccc1,0,2,0,-1,-3,-9,-3,1,1
COc1cc([N+](=O)[O-])c2nccnc2c1,-2,-1,5,9,-2,6,-1,1,-2
COc1cc2cc(C(c3nnnn3C3CCCC3)N3CCc4ccccc43)c(=O)[nH]c2cc1OC (configuration not stated),-2,-6,1,-6,1,5,-1,5,9
CCCCOCCCNC(=O)Cc1cccs1,-2,2,1,4,6,5,0,5,-1
O=C(O)CCN1CC2([N+](=O)[O-])C=CC(=O)C([N+](=O)[O-])(C1)C2CC(=O)c1ccccc1 (configuration not stated),-6,-2,5,15,-2,5,0,22,6
C/C(=N\O)C(C)(C)Nc1cccc(F)c1,-1,2,4,-12,-2,8,-8,-7,-10
Cc1cccc(OCc2nc(-c3cccnc3)no2)c1,1,3,-2,2,-4,8,-1,-4,5
CCOc1ccc(-c2csc3ncn(-c4ccc(OC)cc4)c(=O)c23)cc1,-3,-3,0,1,2,4,-2,4,-12
Cc1ccc(C)c(N2CCN(C(=O)c3ccc4nc(N5CCOCC5)sc4c3)CC2)c1,5,-3,0,2,-3,4,6,-5,6
Fc1ccc(N2CCN(Cc3cnc(Cl)s3)CC2)cc1,1,2,1,-1,-3,10,-2,8,5
O=C(COC(=O)/C=C/c1cccc(Br)c1)NCc1cccs1,.,.,-1,.,4,-4,.,5,4
CC(C)(C)c1ccccc1N=Cc1ccc2ccccc2n1,-2,-1,-4,5,-6,-3,1,-5,24
CN(C)CCN1C(=O)c2ccccc2C1=O,3,6,-1,.,0,7,-2,3,1
Cc1ccc(C)c(NC(=O)C(CC(=O)O)C2CCCO2)c1 (configuration not stated),4,0,5,4,4,7,1,2,8
O=C(NS(=O)(=O)Oc1cccc(Cl)c1Cl)OC[C@@H]1CCCN2CCCCC12 (some centres not stated),-3,-7,5,5,-4,-9,3,-7,-5
Cc1ccsc1C(=CCCN1CCC[C@@H](C(=O)O)C1)c1sccc1C,1,3,6,4,3,3,1,-3,-45
Cc1ccccc1-c1nc2sc3c(c2c(=O)o1)CCC3,1,-1,-2,2,-1,9,-5,17,15
NC(=O)c1ccsc1NC(=O)c1ccc(S(=O)(=O)N2CCCC2)cc1,2,-5,-11,1,-1,-2,1,-1,14
COc1cc([N+](=O)[O-])ccc1NC(=O)CSc1ccccn1,-1,6,-1,1,3,15,8,3,3
Cc1cc2cc3c(=O)[nH]c(=O)[nH]c3nc2cc1C,-3,0,.,2,0,.,-8,2,-1
O=C(NCc1nnc2n1CCCCC2)c1ccc(Cl)cc1Cl,0,2,-3,14,3,1,-2,2,-2
CCOc1ccc(N2CC(C(=O)NC3CCCC3)CC2=O)cc1 (configuration not stated),3,0,0,-6,-3,5,0,6,-1
O=S(=O)(NC(=NCc1ccccc1)c1ccccc1)c1ccc(Br)cc1,-5,-3,6,4,-3,1,8,4,8
CCOC(=O)c1c(C)[nH]c(C)c1C(=O)COC(=O)C1CC(=O)N(CCc2ccccc2)C1 (configuration not stated),.,.,3,.,7,-6,.,3,4
Cc1ccc2c(CN3CCOCC3)cc(=O)oc2c1,1,2,.,2,1,.,0,4,0
CC1CCCC(C)N1C(=O)COC(=O)c1c[nH]c2ccccc12 (configuration not stated),0,7,13,.,-1,-1,-2,2,-3

More entries:
SMILES,LYPLA1 counter,LYPLA2 counter,PAFAH1B2 inh,GSTO1 inh,PAD4 FP inh,PAFAH1B3 FP inh,PME-1 inh,pPAFAH FP inh,PREPL inh
C=CCCC(=O)N1CCC(n2nccc2NC(=O)c2ccccc2C)CC1,3,9,5,-1,-2,13,9,5,0
COc1ccc(S(=O)(=O)Nc2ccccc2C(=O)NCc2cccnc2)cc1C,2,1,5,7,-2,9,0,-2,-1
CC1(C)CC(=O)C2=C(C1)N(Cc1cccnc1)C(=O)C2(NC(=O)c1cccnc1)C(F)(F)F (configuration not stated),1,-2,0,3,-2,5,1,5,1
Cc1nc2ccccn2c(=O)c1NC(=O)c1cccs1,2,-2,1,11,-7,4,-1,-4,-9
CCCCCNC(=O)C1c2ccccc2Oc2ccccc21,3,4,-1,1,-1,-5,2,4,-5
CS(=O)(=O)c1ccc2nc(NC3(C(F)(F)F)N=C4SCCN4C3=O)sc2c1 (configuration not stated),1,4,-2,8,1,4,1,3,7
COc1ccc(C2CC(c3ccccc3)=NN2C(=O)COC(=O)c2cc(S(=O)(=O)N3CCOCC3)ccc2F)cc1 (configuration not stated),-4,-6,6,-9,3,-5,5,2,0
Cc1cc(C(=O)N/N=C/c2cccs2)no1,-2,2,-1,0,6,0,-8,-1,12
Cc1cccn2c(=O)c(/C=C(\C#N)C(=O)NCc3ccccc3)c(N3CCC(C(N)=O)CC3)nc12,3,7,5,3,0,3,4,5,-8
Cc1ccc(Nc2nc(C)c(CCC(C)C)c(=O)[nH]2)cc1,1,2,0,-3,-5,4,-2,-3,13
Cc1ccc(C2CC(c3ccccc3)=NN2C(=O)CSc2nnc(-c3ccncc3)n2C)o1 (configuration not stated),-5,2,-4,-3,1,7,0,-9,4
CCN1CCn2c3c(c4cc(Br)ccc42)CCCC31 (configuration not stated),2,-1,3,5,-3,4,3,2,28
Cc1cc(C)cc(NCc2cc3c(cc2[N+](=O)[O-])OCO3)c1,0,7,3,13,3,12,7,20,17
COc1ccc(/C=N/NC(=O)CC(=O)NC2CCCCC2)cc1,0,-4,3,0,0,-3,-2,4,-6
COc1ccc(-c2cc(CNS(=O)(=O)c3ccc(F)cc3)on2)cc1,-6,-1,2,-6,-1,5,-2,4,2
Cc1ccc(C(=O)CSc2nnc(-c3ccncc3)n2C)cc1,0,5,1,4,1,3,3,-2,2
Cc1ccc(CNS(=O)(=O)c2cc3c(cc2C)NC(=O)CO3)cc1,1,-4,6,-2,-2,-1,-1,-2,-12

Screening data deposited in PubChem BioAssay by The Scripps Research Institute Molecular Screening Center.
